XiGFP reactiv = activators of inactive X chromosome reactivation, primary screen, imaging, XiGFP fibroblasts, GFP high-content imaging, set 2; XiGFP mouse fibroblasts, % GFP-positive cells imaging, 3 d; cells co-treated with 5-aza-dC sensitizer; scaled so ellipticine positive control = 100%; activation, % at 7.58 µM; 360,000 tested, 0.055% active;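 active = mean normalized replicate activation at least 10% and every replicate at or above 10%; inconclusive = only one of the two criteria met; inactive = mean below 10% and not all replicates reach 10%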;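 note: 0% = median of on-plate neutral control wells and 100% = ellipticine 6 µM median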
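System: 68-5-11 XiGFP fibroblast line | Buffer or medium: DMEM containing 5-aza-dC | Compound: Single point | Times: Compounds 3 days, fix/stain 15 min at room temperature | Benchmarks: Positive control ellipticine, 6 µM final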
RAD52 inh = RAD52 DNA annealing inhibitors, primary screen, biochemical, FRET, single point, set 2. DNA repair protein RAD52 homolog (Homo sapiens), P43351. recombinant RAD52 DNA annealing, FRET fluorescence. inhibition, % at 18.7 µM. 360,000 tested, 0.46% active;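 active = every replicate showing at least 50% inhibition; inconclusive = mean inhibition at least 50% but not in every replicate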
Target sequence (P43351 whole entry, looked up): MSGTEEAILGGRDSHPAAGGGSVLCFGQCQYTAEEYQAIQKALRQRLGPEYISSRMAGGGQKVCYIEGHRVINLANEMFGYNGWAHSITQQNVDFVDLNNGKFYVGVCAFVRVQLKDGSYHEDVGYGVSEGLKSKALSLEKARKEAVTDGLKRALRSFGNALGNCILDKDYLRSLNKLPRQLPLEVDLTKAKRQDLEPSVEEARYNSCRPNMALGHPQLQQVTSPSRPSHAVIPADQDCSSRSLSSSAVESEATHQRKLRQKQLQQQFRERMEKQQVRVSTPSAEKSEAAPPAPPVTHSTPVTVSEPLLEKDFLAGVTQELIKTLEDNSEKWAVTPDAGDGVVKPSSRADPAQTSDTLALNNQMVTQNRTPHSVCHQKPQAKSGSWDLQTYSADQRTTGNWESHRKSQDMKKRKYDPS
FN deposit inh = inhibitors of fibronectin matrix deposition, primary screen, AH1F cells, Alexa488-fibronectin fluorescence, plate reader; 350,000 tested, 0.086% active; inhibition, % at 12.6 µM; AH1F fibroblasts, overnight;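 active = mean inhibition across replicates of 30% or more, regardless of how many single replicates reach that level; inconclusive = mean under 30% yet at least half of replicates reach 30%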;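 note: positive control wells lacked labelled fibronectin entirely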
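Assay system: AH1F fibroblasts assembling fluorescent fibronectin matrix; Amount: 10000 AH1F cells per well; Buffer or medium: DMEM, 2% serum; Probe or stimulus: Alexa488-fibronectin, 24 nM final in well; Doses: single compound dose, delivered by pin transfer; Incubation: 1 h adhesion, overnight exposure; Measured by: fluorescence 485/525 nm; Read-out: fibronectin deposition inhibition.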
E-selectin induc = E-selectin induction in HUVECs, primary screen, imaging, HUVEC, immunofluorescence imaging, single point. activation, % at 7.58 µM. normalized: neutral wells 0, TNF-alpha wells 100. 260,000 tested, 0.37% active. P16581;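 active = mean E-selectin-positive cell signal at least 10% of the positive control, reached in at least 60% of replicates, without over 20% cell loss; inconclusive = no rule given, readout overlaps actives, possibly toxicity-flagged; inactive = the rest, including those meeting only one limit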;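 note: in these data hits start at about 27%; measured in HUVEC primary endothelial cells; signal is the percent of cells scored E-selectin positive by PE staining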
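Assay system: HUVEC primary endothelial cells. Input: 3,000 HUVEC seeded per well. Doses: one compound dose added by pin transfer. Read-out basis: % PE-positive cells. Benchmarks: TNF-alpha high, DMSO low. Detection: immunofluorescence imaging. Buffer or medium: EGM-2, gelatin.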
esBAF inh = Bmi1 luciferase reporter increase in mESCs, primary screen, esBAF inhibitor project, mouse ES cells, Bmi1 luciferase knock-in, single point; 24 h; 100% = twice the neutral-well signal; AID 602393, 2012; reporter increase, % at 12.5 µM; 350,000 tested, 2% active; in the data active = activation above about 40%; inconclusive = no clear call, values can overlap the other calls;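 note: 0% = median of the plate's neutral control wells and 100% = double that signal; a rise in the Bmi1 reporter signal indicates esBAF inhibition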
RAD54 inh = inhibitors of human RAD54 branch migration, primary screen, biochemical, fluorescence, single point; DNA repair and recombination protein RAD54-like (Homo sapiens), Q92698; RAD54 Holliday junction branch migration, FAM/BHQ fluorescence; inhibition, % at 10.4 µM; 360,000 tested, 0.14% active; AID 602329, 2012;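 active = mean normalized replicate activity at least 40 and at least half of replicates scoring 40 or more; inconclusive = only one of the two criteria met; inactive = mean below 40 and under half of replicates reaching 40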;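 note: 0% = median of neutral control wells and 100% = median of positive control wells; inhibitors cause a drop in the FAM fluorescence signal; in these data hits start at about 50%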
S100A4 MyoIIA = inhibitors of S100A4-myosin IIA peptide binding, primary screen, biochemical, fluorescence polarization, TAMRA-MyoIIA peptide; 360,000 tested, 0.14% active; AID 652163, 2013; Protein S100-A4 (Homo sapiens), P26447; inhibition, % at 10.7 µM;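 active = mean inhibition of at least 70% across replicates, with every replicate also reaching that level; inconclusive = mean inhibition reaches 70% but some replicates fall short; inactive = mean inhibition below 70%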
Target sequence (P26447 whole entry, looked up): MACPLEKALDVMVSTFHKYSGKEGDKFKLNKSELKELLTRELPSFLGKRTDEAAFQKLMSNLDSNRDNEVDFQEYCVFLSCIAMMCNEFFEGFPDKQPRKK
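Material: S100A4 monomer protein / Buffer or medium: 50 mM HEPES pH 7.2, 10 mM CaCl2, 100 mM KCl / Times: 5 min incubation before reading / Benchmarks: neutral control DMSO, positive control TFP / Reagent: labelled myosin peptide probe, 5 nM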
EWS-Fli block = EWS/Fli-driven NR0B1 reporter inhibitors, primary screen, A673 cells, NR0B1 luciferase, luminescence, MLPCN library | 350,000 tested, 0.67% active | inhibition, % at 12.6 µM | AID 651661, 2012 | viability-normalised;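 active = mean inhibition of at least 50% after viability correction, with every replicate also passing that limit; inconclusive = mean reaches 50% but only one of two replicates passes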;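 note: firefly luciferase signal divided by Alamar Blue viability fluorescence both relative to DMSO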
Numbers without * were called inactive; ? = inconclusive; nt = no result given; & = joins results of further samples.

Structure,XiGFP reactiv,RAD52 inh,FN deposit inh,E-selectin induc,esBAF inh,RAD54 inh,S100A4 MyoIIA,EWS-Fli block
O=C(CN1C(=O)S/C(=C\c2ccc(Cl)cc2)C1=O)NC1C=CS(=O)(=O)C1 (configuration not stated),0.0,-13,-3,nt,4,9,3,-9
CCNC(=O)C1(C)CCN(C(=O)c2ccc3c(c2)CCO3)C1 (configuration not stated),0.2,-10,0,0.0,-6,-3,0,0
COc1cccc(C(=O)Nc2ccccc2C(=O)NCC2CCCO2)c1 (configuration not stated),0.0,-5,0,nt,-3,-3,-6,nt
C[C@@H]1CCCCO[C@@H](CN(C)CC2CCCCC2)[C@H](C)CN([C@@H](C)CO)C(=O)c2cc(NS(=O)(=O)c3cccs3)ccc2O1,0.2,15,nt,-0.1,5,11,-3,6
O=C(COC(=O)C1CCC(=O)N1)Nc1cccc([N+](=O)[O-])c1 (configuration not stated),0.4,-9,-7,nt,4,-8,-2,-2
COc1ccc(N(Cc2cc(=O)[nH]c3ccccc23)C(=O)CCl)cc1,0.1,-19,-4,-1.7,1,-8,-15,66*
COc1ccc(Cl)cc1S(=O)(=O)NC(C)C(=O)NCc1ccccn1 (configuration not stated),-0.1,-2,3,-0.1,-1,nt,1,-1
COCCCNC(=O)c1cn(C)c(=O)c2c1c1ccccc1n2C,0.6,6,9,2.2,-6,4,-2,1
O=C(Nc1cc2c3c(c1)CC(=O)N3CCC2)c1ccco1,-0.1,-6,4,0.9,11,8,-3,-11
CCC(CO)Oc1cc(NCc2ccc(F)cc2)c2ncn(C(C)C)c2c1 (configuration not stated),0.2,-19,21,0.1,nt,-9,-8,-112
C=C(CCO)C1=CCN(S(=O)C(C)(C)C)[C@H]1CCO (some centres not stated),0.2,-16,1,nt,-6,-13,5,7
C/C=C/c1ccc2c(c1)O[C@@H](CN(C)Cc1cccc(F)c1)[C@@H](C)CN([C@@H](C)CO)S2(=O)=O,-1.1,-2,-4,-0.4,-4,-1,-3,0
CCCCCn1c(CCNC(=O)c2cccs2)nc2ccccc21,nt,-6,nt,nt,-1,10,3,10
CC1(C(=O)NCc2ccccc2Br)CCN1C(=O)Cc1ccc(-c2ccccc2)cc1 (configuration not stated),0.1,-17,-3,0.2,0,-8,-2,2
CC(=O)Nc1ccc(NC(=O)C(C)Sc2nc3ccccc3c(=O)n2CC2CCCO2)cc1 (configuration not stated),0.1,-9,-2,-0.1,nt,nt,5,-10
CO[C@H]1CN(C)C(=O)c2ccc(NC(=O)Nc3cc(F)ccc3F)cc2OC[C@H](C)NC[C@@H]1C,0.3,-12,5,-0.1,nt,nt,2,-6
CC(=O)N1c2ccc(S(=O)(=O)NCCc3ccc(S(N)(=O)=O)cc3)cc2CC1C (configuration not stated),0.0,-1,14,0.4,-2,-9,-4,4
CC(C)C(NS(=O)(=O)c1ccccc1)C(=O)N1CCCCCC1 (configuration not stated),0.1,-9,3,nt,-3,-4,3,6
COc1ccc(NC(=O)CSc2nnc(Cc3ccc(C)cc3)c(=O)n2N)cc1,0.3,1,-6,nt,0,2,-4,-1
O=C(N[C@@H]1CC[C@H](CC(=O)N2CCc3ccccc3C2)O[C@H]1CO)C1CCC1,-0.4,1,nt,-2.6,-3,2,-7,-3

Following part:
Structure,XiGFP reactiv,RAD52 inh,FN deposit inh,E-selectin induc,esBAF inh,RAD54 inh,S100A4 MyoIIA,EWS-Fli block
COc1cc(/C=N/N=C2/SCC(=O)N2c2ccc(O)cc2)ccc1O,0.0,-8,nt,nt,-2,4,5,2
C[C@@H]1CN([C@@H](C)CO)C(=O)Cc2cc(NS(=O)(=O)c3ccc(F)cc3)ccc2O[C@@H]1CN(C)C,0.0,-1,nt,-7.8,6,-11,6,-1
CCCNC(=O)NC(=O)c1cnccc1C(F)(F)F,0.2,-4,1,nt,-1,0,-5,6
CN(C)C(=O)C[C@@H]1C[C@@H]2c3cc(NC(=O)CC4CC4)ccc3O[C@@H]2[C@@H](CO)O1,0.1,11,nt,0.0,0,4,-3,-12
C[C@@H]1CN([C@@H](C)CO)C(=O)c2cc(NC(=O)Cc3ccccc3)ccc2O[C@H]1CN(C)Cc1ccc(C(=O)O)cc1,-0.1,-4,2,-0.1,3,3,4,nt
CNC[C@H]1Oc2ccc(NS(=O)(=O)c3cccs3)cc2C(=O)N([C@@H](C)CO)C[C@@H]1C,-0.1,8,3,0.0,0,8,-1,-3
COc1ccccc1C/C(N)=N/OC(=O)COc1cccc(C)c1,0.0,nt,-8,nt,-4,-1,nt,nt
COc1cccc(NC(=O)N(C)C[C@H]2Oc3cc(C#Cc4ccncc4)ccc3S(=O)(=O)N([C@H](C)CO)C[C@@H]2C)c1,2.1,-67,nt,-0.2,9,-8,-7,19
COc1ccc(NC2=CC(=O)N(C)C2=O)cc1,0.0,-40,-6,nt,nt,nt,0,-38
COC(=O)c1c(NC(=S)NN2CCN(C)CC2)sc2c1CCC(C)C2 (configuration not stated),-0.1,14,-5,1.0,nt,nt,0,-1
COc1ccc(Cc2nnc(-c3ccccc3)o2)cc1,-0.2,-14,1,0.3,?,nt,-3,-46
COc1cccc(C(NC(C)=O)c2nc(-c3ccc(F)cc3OC)cs2)c1 (configuration not stated),0.0,-3,4,0.0,-12,-3,-13,12
CCN1CCN(Cc2ccc(NC(=O)c3cc(NC(=O)N4CCNC4=O)cc(OC)c3)cc2C(F)(F)F)CC1,0.3&0.0,33&20,6&2,0.0,-9&-12,13&4,-10&-5,24&-2
COc1cccc(CN2CCCC(C(=O)Nc3ccc(-c4cscn4)cc3)C2)c1 (configuration not stated),0.3,-19,4,nt,-2,-8,-9,nt
O=C(c1cc(-c2ccco2)nc2ccccc12)N(Cc1nnc(-c2ccc(Cl)cc2)o1)C1CC1,0.1,-19,12,nt,-4,-5,-3,1
COc1ccc(Cl)cc1-c1cc(C(=O)NCc2cc(C(F)(F)F)cc(C(F)(F)F)c2)[nH]n1,0.2,-20,20,0.1,1,19,-3,0
O=C(C[C@@H]1C[C@@H]2c3cc(NC(=O)C4CCOCC4)ccc3O[C@@H]2[C@H](CO)O1)NCc1cccnc1,0.0,7,-8,-0.1,8,-5,5,5
COc1ccc2c3c(n(C)c2c1)[C@@H](CO)N(C(=O)Nc1ccc(F)cc1)CC31CCN(S(=O)(=O)c2cccc(F)c2)CC1,0.2,1,nt,0.7,nt,nt,5,-6
CO[C@H]1O[C@H](CO)[C@@H](OC(=O)Nc2ccccc2)[C@H](OC(=O)Nc2ccccc2)[C@H]1OC(=O)Nc1ccccc1,nt,37,nt,nt,nt,4,-12,-4
CCOC(=O)C1CCCN(Cc2nc(CC3CC3)no2)C1 (configuration not stated),-0.2,-7,-5,0.1,-5,1,1,-3

(further entries)
Structure,XiGFP reactiv,RAD52 inh,FN deposit inh,E-selectin induc,esBAF inh,RAD54 inh,S100A4 MyoIIA,EWS-Fli block
CCOC(=O)c1oc2ccccc2c1COC(=O)CNC(=O)c1ccccc1F,0.2,-121,8,-0.2,4,11,-3,5
O=C(C[C@@H]1CC[C@@H](NC(=O)CC2CC2)[C@@H](CO)O1)NCc1ccc(Cl)cc1,0.3,6,nt,-0.5,-2,7,-4,-1
COCC(=O)N1C[C@@H](C)[C@@H](OC)CN(C)C(=O)c2cc(NC(=O)c3ccc(OC)cc3)ccc2OC[C@@H]1C,0.0,6,-5,6.2,-1,3,-16,-9
COC(=O)c1cc(OC)c(OC)cc1NC(=S)NC(=O)c1ccco1,0.1,-6,-5,nt,-25,6,-7,-5
COc1ccc(OC)c(CN2C(=O)CSCC2(C)C(=O)NCc2ccccc2)c1 (configuration not stated),0.2,-1,7,6.4,nt,nt,0,-1
O=C(NC1CCCC1)N[C@@H]1CC[C@@H](CC(=O)N2CCOCC2)O[C@H]1CO,-0.6,9,nt,7.9,0,7,-1,3
C[C@H](NC(=O)[C@H]1[C@H](CO)[C@H]2Cn3c(cccc3=O)[C@H]2N1CC1CCCC1)c1ccccc1,0.4,7,-16,0.0,-1,-8,-3,7
COCC(=O)N1[C@H](CO)[C@@H]2c3ccccc3N(C(=O)c3ccncc3)C[C@@H]21,-0.1,-4,nt,-0.4,-1,-2,4,-1
C[C@@H]1CN([C@@H](C)CO)C(=O)Cc2cc(NC(=O)NC3CCCCC3)ccc2O[C@H]1CN(C)S(=O)(=O)c1cccs1,-1.3,-25,-3,0.0,4,3,-2,-2
COc1ccc(C2C(C(=O)c3sc(C)nc3C)=C(O)C(=O)N2CCCn2ccnc2)cc1 (configuration not stated),0.0,-3,-10,0.7,34,-4,-8,-27
C/C(=N\NC(=O)C(=O)Nc1ccc(C)cc1)c1ccncc1,0.0,-27,2,nt,nt,3,1,3
COc1cccc(S(=O)(=O)NCc2ccc(C(=O)N3CCN(Cc4ccccc4)CC3)cc2)c1,0.0,-19,nt,-0.6,-6,-1,-4,17
O=C(Nc1cccc(S(=O)(=O)N2CCCC2)c1)c1ccncc1,-0.1,-5,2,-0.5,-9,-7,-4,nt
Cc1cnc(CNC(=O)c2ccc3oc(Cc4ccccc4)nc3c2)[nH]1,0.0,-4,8,4.0,-4,-1,-6,1
Cc1nn(-c2ccccc2)c(N)c1C1(O)C(=O)Nc2ccc([N+](=O)[O-])cc21 (configuration not stated),-0.2,-6,-6,0.3,nt,0,-23,5
Cc1noc(C)c1NC(=O)Nc1ccc2c(c1)C(=O)N([C@H](C)CO)C[C@@H](C)[C@H](CN(C)S(=O)(=O)c1ccc(Cl)cc1)OCCCC[C@H](C)O2,0.1,13,3,-0.1,6,4,-9,nt
CCOc1c(Nc2cccc(Cl)c2)c(=O)c1=O,-0.1,-13,0,0.1,nt,nt,3,3
Cc1cc(=O)oc2cc(OC(C)C(=O)NCC3CCC(C(=O)O)CC3)c(Cl)cc12 (configuration not stated),nt,-17,nt,nt,-5,-9,-4,1
COc1ccccc1NS(=O)(=O)c1cc(C(=O)NCc2cccnc2)ccc1C,-0.3,-3,-7,-0.7,-9,-8,1,-6

Screening results (PubChem BioAssay)

Rows were taken by chance; 3% or so of the library scored in one or more.
